aSyn tox rescue: inhibitors of alpha-synuclein toxicity in yeast; S. cerevisiae alpha-synuclein toxicity rescue, BacTiter-Glo growth, 24 h; Potency, µM (series often up to 46.1 µM), inactives show at the highest dose growth rescue (activation), hits mostly activators; 94,000 compounds, 0.02% hits; AID 1347070; active means well fitted activation curve with a large enough effect; inconclusive means small, poorly fitted or top-dose-only effect; further: 0% is about no effect
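Growth restoration measured by BacTiter-Glo luminescence after 24 hr at 30 deg C; alpha-synuclein yeast, raffinose-pregrown to mid-log, were added at OD600=0.02 in galactose medium onto pinned compounds.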
Starred values were filed as active, the others as inactive; ? = inconclusive; [ ] = remark or other dose. Potency means the concentration at half of the fitted maximal effect. This is a subset; count on the stated rates, not on these rows.

compound,aSyn tox rescue
Cc1ccc(Cl)cc1NC(=O)CCc1c(C)nc2c3cccnc3nn2c1C,-9%
Cc1cc(C)c(NS(=O)(=O)c2ccc(-c3cnc(C4CC4)o3)cc2)c(C)c1,?
CCOC(=O)CCNC(=O)N1CCN(S(=O)(=O)c2ccc3c(ccn3C)c2)CC1,2%
COc1ccc(CN(C)C[C@@H]2OCc3cnnn3CCCC(=O)N([C@@H](C)CO)C[C@H]2C)cc1,-3%
CC(=O)Nc1ccc(Sc2ccccc2C(=O)O)c(C(=O)O)c1,3%
CCOc1ccc(CCNC(=O)CCc2c(C)nc3cc(-c4ccccc4OC)nn3c2C)cc1,-7%
CN(Cc1ccc(C(F)(F)F)cc1)C(=O)c1ccc2ccccc2n1,1%
COc1cc(CNc2ccc3[nH]c(=O)[nH]c3c2)cc(Cl)c1OCc1ccc(F)cc1,-9%
Cc1cccc(C)c1-n1ncc(C(=O)NCCN2CCN(C)CC2)c1C1CCN(C(=O)OC(C)(C)C)CC1,-4%
Cc1nn2c(nc(N3CCCCC3)c3ccccc32)c1C=O,-2%
O=C1CCCc2cc(S(=O)(=O)NCC3CCC(C(=O)NCc4ccccc4Cl)CC3)ccc2N1 (configuration not stated),7%
Cc1ccnc2nc(C(=O)OCCOc3ccc(F)cc3)nn12,-10%
CSc1ccc(CCNC(=O)c2ccc3c(c2)nc2n3CCCCC2)cc1,5%
COc1ccc(CCNC(=O)c2c(C)oc3ncn(C)c(=O)c23)c(OC)c1,3%
O=S(=O)(/N=C(\[O-])C[n+]1ccccc1)c1ccc(Cl)cc1,-12%
Cc1c(O)ccc(/C(Cc2ccc3ccccc3n2)=N\N)c1O,-18%
CCOC(=O)c1cccc(NC(=O)CSc2nnc(C)n2CC2CCCO2)c1 (configuration not stated),5%
CSc1ccc(CCNC(=O)CCc2c(C)nc3c(c(C)nn3-c3ccc(C)c(C)c3)c2C)cc1,8%
CNS(=O)(=O)c1cn(CC(=O)N2CCN(c3ccc(C(C)=O)cc3)CC2)cc1S(=O)(=O)NC,-6%
Cc1ccc(CNC(=O)CN(C)S(=O)(=O)c2ccc3c(c2)c(=O)n(C)c(=O)n3C)cc1,6%
Fc1cccc(NCc2ccccc2-c2nnc(-c3ccccc3Cl)o2)c1,-7%
Cc1nn(-c2ccccc2)c(C)c1NC(=O)COc1ccccc1C#N,-10%
Cc1cc(C)nc(Nc2n[nH]c(-c3cccc4ccccc34)n2)n1,-5%
Cc1cc(-c2ccccc2)nc2cc(C(=O)Nc3ccc(Cl)c(Cl)c3)nn12,-12%
CCCNC(=O)CS(=O)(=O)Cc1nc(-c2ccccc2C)oc1C,3%
CCc1ccc(NC(=O)Cn2ncc3c(C)n(Cc4cccc(Cl)c4)c(C)c3c2=O)cc1,0%
COC(=O)c1cnn2c(C)c(Cc3c(C)cc(C)cc3C)c(C)nc12,-10%
COc1cc(C2C(C(=O)c3ccc(C)o3)=C(O)C(=O)N2Cc2ccccc2)ccc1O (configuration not stated),-8%
O=C(C[N+]1(CC#Cc2ccccc2)CCCCC1)c1ccccc1,-5%
O=c1cc(O)c2sc3nc4c(c(C(F)(F)F)c3c2[nH]1)CCCCC4,-13%
COc1cc(CN(C(=O)COc2ccc(F)cc2)c2ccccn2)cc(OC)c1OC,-4%
N#Cc1c(C(F)(F)F)cc(-c2cccs2)nc1SCC(=O)Nc1cccc(Br)c1,-1%
Cc1cccc(C(=O)NNc2ncnc3c2cnn3-c2ccc(C)c(Cl)c2)c1,-7%
COc1ccc(CN2C(=O)C(CC(=O)NC3CC3)CC(C(=O)N(C)C)=C2C)cc1 (configuration not stated),-13%
CCOC(=O)c1cccc(NC(=O)CC2C(=O)N(c3ccc(C)cc3)C(=O)N2Cc2cccc(OC)c2)c1 (configuration not stated),4%
CN(C)CCCn1c(=O)n(C2CCCCC2)c(=O)c2c3c(sc21)CCCCC3,6%
COc1ccccc1C(=O)Nc1ccc(-c2cc(C(F)(F)F)nn2-c2ccccc2)cc1,1%
O=C(NC1CCCCC1)Oc1cccc2ccccc12,11%
Clc1ccccc1-c1ncnc2ccc(Br)cc12,26%
COc1ccccc1C(=O)Nc1cccc(OCc2cc(=O)n3c4c(sc3n2)CCCC4)c1,5%

Entries from the list above that contain fluorine (eight):
compound,aSyn tox rescue
CN(Cc1ccc(C(F)(F)F)cc1)C(=O)c1ccc2ccccc2n1,1%
COc1cc(CNc2ccc3[nH]c(=O)[nH]c3c2)cc(Cl)c1OCc1ccc(F)cc1,-9%
Cc1ccnc2nc(C(=O)OCCOc3ccc(F)cc3)nn12,-10%
Fc1cccc(NCc2ccccc2-c2nnc(-c3ccccc3Cl)o2)c1,-7%
O=c1cc(O)c2sc3nc4c(c(C(F)(F)F)c3c2[nH]1)CCCCC4,-13%
COc1cc(CN(C(=O)COc2ccc(F)cc2)c2ccccn2)cc(OC)c1OC,-4%
N#Cc1c(C(F)(F)F)cc(-c2cccs2)nc1SCC(=O)Nc1cccc(Br)c1,-1%
COc1ccccc1C(=O)Nc1ccc(-c2cc(C(F)(F)F)nn2-c2ccccc2)cc1,1%

(cont.)
compound,aSyn tox rescue
CC(CC(=O)O)Nc1ccccc1O (configuration not stated),-49%[inhibitor]
COc1ccc(NC(=O)CC2Nc3ccccc3NC2=O)c([N+](=O)[O-])c1 (configuration not stated),-12%
COc1cccc(N2CCN(C(=O)C3CCCN(S(=O)(=O)c4cccc5nsnc45)C3)CC2)c1 (configuration not stated),0%
Cc1c(Cl)cccc1-n1ncc(C(=O)N2CCc3ccccc3C2)c1C1CCN(C(=O)OC(C)(C)C)CC1,2%
COc1ccc(NC(=O)CCCN2C(=O)C(c3ccccc3)Oc3cccnc32)cc1OC (configuration not stated),-5%
CCCOc1ccc(C(=O)Nc2sc3c(c2C(=O)OCC)CCCCC3)cc1,3%
COCCn1c(C)cc(/C=C(\C#N)C(=O)OC(C)C(=O)Nc2ccc(NC(C)=O)cc2)c1C (configuration not stated),-1%
CC1CCN(C(=O)Cn2cc(SCC(=O)Nc3ccccc3)c3ccccc32)CC1,-6%
O=C(Nc1ccc2nc(SCC(=O)N3CCc4ccccc43)sc2c1)c1ccc(Cl)cc1,-3%
O=C(CSc1nc(=O)n2ccccc2n1)N1CCN(c2ccccc2)CC1,-3%
COc1ccccc1NC(=O)C1=C(C)Nc2c(C(=O)Nc3ccc(C)cc3)cnn2C1c1cccc(OC)c1OC (configuration not stated),-3%
COc1ccccc1CNC(=O)Cn1ncc2c(=O)oc3ccc(C)cc3c21,4%
CCN(CC(=O)Nc1c(F)cccc1F)C(=O)CCNC(=O)c1ccccc1OC,-1%
Cc1csc2nc(-c3cccc(NC(=O)C(C)C)c3)cn12,-21%
CCOc1ccc(N(CC(=O)Nc2ccccc2C(=O)N2CCCC2)S(C)(=O)=O)cc1,0%
CN(Cc1ccco1)S(=O)(=O)c1nnc(NC(=O)c2ccccc2Cl)s1,3%
O=C(Nc1cnc(N2CCC(N3CCCCC3)CC2)c(C(=O)O)c1)c1ccc(Br)cc1,5%
Cc1nc(C)c(-c2ccnc(/N=C/NO)n2)s1,16%
C=CCNC(=S)NN(c1ccccc1)c1ccccc1,1%
CC1CCN(C(=O)Cn2cc(SCc3ccccc3)c3ccccc32)CC1,?
CC(C)OC(=O)NC(c1ccccc1)C(Cl)(Cl)Cl (configuration not stated),-1%
CC(C)Cn1c(=O)c2ccccc2n2c(CCC(=O)Nc3cccc(Cl)c3)nnc12,10%
Cc1ccc2oc(-c3ccc(C)c(NC(=O)/C=C/c4ccco4)c3)nc2c1,5%
O=C(NCCc1ccccc1Cl)c1cc2ccccn2n1,-8%
CC1(C(=O)Oc2ccccc2)Cc2ccccc2C(=O)O1 (configuration not stated),2%
Cc1cc(=O)n(CC(=O)Nc2cc(Cl)ccc2C)c(C(C)C)n1,6%
O=C(CSc1nc2ccccc2nc1N1CCOCC1)N1CCN(c2ccccc2)CC1,7%
CCCCN(C1CCS(=O)(=O)C1)S(=O)(=O)c1cc(C)ccc1C (configuration not stated),11%
CSc1ccc(C(=O)Nc2ccc(-c3nc4ccccc4s3)c(O)c2)cc1,-9%
CC(C)(CNC(=O)c1cc2c(s1)CCCC2)N1CCOCC1,-2%

Ordered by molecular weight (low to high): part of the list above
compound,aSyn tox rescue
O=C(NCCc1ccccc1Cl)c1cc2ccccn2n1,-8%
Cc1cc(=O)n(CC(=O)Nc2cc(Cl)ccc2C)c(C(C)C)n1,6%
CSc1ccc(C(=O)Nc2ccc(-c3nc4ccccc4s3)c(O)c2)cc1,-9%

Continuation.
compound,aSyn tox rescue
CCCCN(c1ccccc1)S(=O)(=O)N(C)C,6%
O=C(Cc1ccccc1)N/N=C/c1cc(Br)cc(Cl)c1O,12%
CC1=C(C(=O)OC(C)C)C(c2c[nH]c3ccccc23)n2ncnc2N1 (configuration not stated),-9%
CCc1ccc(NC(=O)CSC2=Nc3ccccc3C3=NC(CCC(=O)NCc4ccco4)C(=O)N23)cc1 (configuration not stated),7%
C[C@H](NC(=O)Cc1cccc2ccccc12)C(=O)N1CCCN(C)CC1,9%
CCOC(=O)C1CCCN(S(=O)(=O)CCNC(=O)c2cccc(OC)c2)C1 (configuration not stated),-17%
COc1ccccc1CCC(=O)N1CCN(S(=O)(=O)c2cccc(F)c2)CC1,17%
CCc1ccc(CNCc2c(C(=O)O)c(C)n(Cc3c(F)cccc3Cl)c2C)cc1,-13%
NC(=O)COC(=O)[C@H](Cc1ccccc1)NS(=O)(=O)c1ccc2c(c1)OCCO2,-4%
Cc1cc(CSc2ccccc2C(=O)O)on1,-2%
Nc1c(C(=O)Nc2ccc(Br)cc2)sc2nc(-c3ccncc3)ccc12,-11%
COc1ccccc1NC(=O)CSC1=Nc2ccccc2C2=NC(CC(=O)NCc3ccccc3)C(=O)N12 (configuration not stated),-3%
CCCCN(C)CCNC(=O)Cn1ncc2c([nH]c3ccccc32)c1=O,-1%
COc1ccc(CCNC(=O)C(=O)NCC2OCCN2S(=O)(=O)c2cc(F)ccc2F)cc1OC (configuration not stated),3%
CC1CN(c2nc3c(c(=O)n(C)c(=O)n3C)n2Cc2c(Cl)cccc2Cl)CC(C)O1 (configuration not stated),8%
Cc1cccc(N(CC(=O)NCc2ccccc2)S(C)(=O)=O)c1C,-3%
COc1ccc(/C=C/C(=O)NCCn2c(C)cc3ccccc32)cc1OC,0%
COc1ccc(/C=C/c2nc3ccccc3c(=O)n2-c2cccc(C(F)(F)F)c2)cc1,6%
CCCC(=O)Nc1ccc2c(c1)nc(CCN1CCCCC1)n2C,-2%
Cn1cc(S(=O)(=O)N2CCOCC2)cc1C(=O)Nc1cccc(Cl)c1,6%
CC(C)(C)NC(=O)C1Cc2ccccc2CN1S(=O)(=O)c1ccc(F)cc1 (configuration not stated),6%
CCOC(=O)N1CCN(C(=O)CCC(=O)c2ccc(OCC)cc2)CC1,-2%
C[C@@H]1CN([C@H](C)CO)S(=O)(=O)c2ccc(-c3cccc(C(=O)N(C)C)c3)cc2O[C@H]1CN(C)C(=O)Nc1ccc(F)cc1,4%
CC(C)(CO)NC(=O)CC1C(=O)NCCN1Cc1ccc(-c2ccccc2)cc1 (configuration not stated),-2%
CCC(C)c1ccccc1NC(=O)c1cc(C)no1 (configuration not stated),-5%
CCc1ccc(-c2cn3c(n2)sc2cc(C(=O)NC4CCCCCC4)ccc23)cc1,4%
Cc1csc2nc(O)c(C(=O)NCc3ccc4c(c3)OCO4)c(=O)n12,-24%
S=C1Nc2ccccc2CS1,-5%
CCC(Sc1nc2cc3c(cc2c(=O)n1CCCCCC(=O)NCc1ccc2c(c1)OCO2)OCO3)C(=O)NCCCOC (configuration not stated),1%
CCCNC(=S)Nc1ccc(S(N)(=O)=O)cc1,-5%
Nc1nc2c(nc(SCc3ccccc3Br)n2C2OC(CO)C(O)C2O)c(=O)[nH]1 (configuration not stated),-3%
Cc1ccc(Sc2cnc(N)nc2C)cc1,7%
O=C(CN1C(=O)c2ccccc2Sc2ncccc21)Nc1cccc(C(F)(F)F)c1,-4%
CCOC(=O)c1c(C)[nH]c(-c2csc(N)n2)c1C,-15%
CC(C)(C)C(=O)Cn1c(=O)n(-c2ccccc2)c(=O)c2c3c(sc21)CCC3,9%
Cc1ccc(CNC(=O)c2ccc(CS(=O)(=O)Cc3ccc(C)cc3)o2)cc1,-3%
COc1ccc(-c2cc(C(C)=O)c(C)n2CCC(=O)Nc2ccc(C)cc2Cl)cc1,-6%
COCCN(C(=O)COC(=O)C12CC3CC(CC(Cl)(C3)C1)C2)c1c(N)n(Cc2ccccc2)c(=O)[nH]c1=O,3%
CCOc1ccc(C2c3c(oc4ccc(C)cc4c3=O)C(=O)N2CCCN(C)C)cc1OC (configuration not stated),-3%
COc1ccc(-c2cc(-c3ccccc3)c(C#N)c(SCC(O)CS(=O)(=O)Cc3ccc(Cl)cc3)n2)cc1 (configuration not stated),-12%
COc1ccc(Cl)cc1Nc1cc(C)nc2nc(-c3ccccc3C)nn12,-5%
O=C(CNCCc1ccccc1)N1CCc2ccccc2C1,3%
O=C(CS(=O)(=O)c1cccc2nsnc12)N1CCN(c2ccccc2)CC1,-9%
